Autophagy HCS – modulators of autophagy. MEF GFP-LC3 puncta imaging; test concentration mostly 10 µM. calls only at 10 µM (by protocol). actives 0.98% (n = 190,000). AID 463193;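 active = percentage of spot-positive cells more than 3 SD above its plate mean, without a fluorescence outlier flag or 80% toxicity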;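 also: spot-positive cell cutoff set from DMSO-treated cells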
bCat nuc transl – alters nuclear translocation of beta-catenin in HeLa cells; immunofluorescence imaging; nuclear translocation activity, % at 5 µM; actives 0.3% (n = 190,000);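 active = nuclear translocation activity above 50% at 5 µM, with a well cell count of 50 or more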;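 also: per-cell ratio of nuclear to cytoplasmic median beta-catenin stain intensity; plate controls were DMSO negative control for no effect and GSK-3 inhibitor IX positive control for full effect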
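Technique: fluorescence imaging of beta-catenin antibody stain plus DAPI / Material: human HeLa cell line / Incubation: compound treatment 24 h, 37°C, 5% CO2 / Read-out basis: % activation of per-cell nuclear versus cytoplasmic median beta-catenin signal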
Dynein transport – dynein cargo transport inhibition. 3617.4 mouse cells, GR-EGFP nuclear translocation imaging; test concentration mostly 20 µM; stimulated with dexamethasone, 1 µM; stronger effect = lower value. z-score, hits read low. actives 0.47% (n = 220,000);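 active = plate z-score of nuclear minus cytoplasmic receptor signal below a set negative limit, without overly bright fluorescence or cell loss, cut at about -3.5 in these data, passing the limit was not always enough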;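 also: z-score of nuclear minus cytoplasmic ring GR-EGFP intensity difference per well; some compounds called inactive have numbers as strong as hits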
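Buffer or medium – tet-free medium with charcoal-stripped serum · Signal – automated 10x imaging of fixed Hoechst-stained cells · Also added – dexamethasone agonist, 1.0 µM final, for 30 min · Incubation – induction 48 h, compound 1 h, agonist 30 min · Read-out – GR-EGFP nuclear translocation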
UTI89 phage lysis – inhibition of K1F phage lysis, E. coli UTI89, bacterial capsule biogenesis inhibitors, alamar blue (AID 488966); E. coli UTI89 K1F phage lysis, alamar blue, 2 h; higher % means a stronger effect; inhibition, % at 100 µM, or IC50 in µM where a hit was titrated; actives 0.02% (n = 340,000);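 active = phage lysis inhibition, versus mean bacterial control, above a set limit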;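 also: capsule biogenesis inhibitors block K1F phage lysis so surviving cells raise fluorescence; higher fluorescence means more inhibition of phage lysis; actives were called in the ten point dose series up to 300 µM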
Ins promoter up – MIN6 insulin promoter up-regulation. MIN6 insulin promoter-GFP reporter, high-content imaging; stronger effect = higher value. z-score at 5 µM. actives 0.3% (n = 190,000);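 active = z-score above 3 at 5 µM with at least 500 cells counted in the well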
MT stabilizer – microtubule stabilizers in HeLa cells; HeLa tubulin immunostaining HCS, 24 h; share of cells brighter than vehicle mean+2SD; % tubulin-high responders, % at 10 µM; actives 0.83% (n = 200,000); AID 2205;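 active = plate Z-score above 3 for both tubulin-high and condensed-nucleus cell shares, with cell loss under 80%, at 10 µM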;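 also: anti alpha tubulin signal scored within the nucleus-defined area of each cell; some results filed as inactive read as strong as hits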
M1AAP inhibition – P. falciparum M1AAP inhibitors, biochemical, fluorogenic H-Leu-NHMec substrate, 1536-well (AID 1445). recombinant M1AAP, H-Leu-NHMec fluorogenic kinetic assay; higher % means a stronger effect. actives 0.42% (n = 220,000). inhibition, % at 30 µM; hits with a dose series show IC50 in µM;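 active = primary inhibition above the hit cutoff, then over 50% inhibition at one or more dose response concentrations, cut at about 23% in these data, passing the limit was not always enough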;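 also: plate controls were DMSO full reaction for no effect and no enzyme background for full effect; strong numbers were not always called active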
M17LAP inhibition – P. falciparum M17LAP inhibitors, primary screen, biochemical, fluorogenic H-Leu-NHMec substrate, 1536-well (AID 1619); recombinant M17LAP, H-Leu-NHMec fluorogenic kinetic assay; higher % means a stronger effect; inhibition, % at 30 µM, or IC50 in µM where a hit was titrated; actives 0.38% (n = 220,000);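 active = compound inhibiting the enzyme by more than half at any dose during confirmatory dose-response retesting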;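 also: plate controls were full reaction with DMSO carrier for no effect and no enzyme background for full effect; strong numbers were not always called active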
CSM14.1 death rescue – protection against thapsigargin-triggered cell killing – 384-well, CSM14.1, ATP luminescence, primary screen (AID 1222); cellular ATP content (survival), % at 20 µM, or EC50 in µM where a hit was titrated; 190,000 tested, under 10 active; CSM14.1 thapsigargin-induced death rescue, ATP luminescence; higher % means a stronger effect;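 active = EC50 below 50 µM in the dose-response confirmation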;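 also: death triggered by thapsigargin at about 15 µM added after 2 h compound pretreatment; cell ATP read after overnight thapsigargin exposure of roughly 18 to 22 hours; normalized against plate controls of thapsigargin alone and 5% DMSO vehicle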
Dynein transport cytoplasmic EGFP – second read-out of Dynein transport, no call of its own (marks repeat the call); z-score; measured here: cytoplasmic GR-EGFP intensity; stronger effect = higher value
Dynein transport nuclear GR-EGFP – recorded beside Dynein transport, whose call it bears; z-score; measured here: nuclear GR-EGFP intensity;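 lower value marks the stronger effect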
Dynein transport cell count – recorded beside Dynein transport, whose call it bears; z-score; measured here: cell count per field
Ins promoter up cell count – second read-out of Ins promoter up, no call of its own (marks repeat the call); cell count; measured here: cytotoxicity, nuclei count;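 total cells summed across four imaged fields per well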
bCat nuc transl cell count 5 µM – further read-out of bCat nuc transl, marked with its call; cell count; measured here: cell count, cytotoxicity flag
MT stabilizer Hoechst-high % – also measured in MT stabilizer; calls as there; % Hoechst-high responders; measured here: nuclear condensation Hoechst responders;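 share of cells brighter than vehicle mean plus two SD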
MT stabilizer cytotoxicity % – further read-out of MT stabilizer, marked with its call; toxicity, %; measured here: cytotoxicity by cell density;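 0% = mean cell density of plate MIN control wells and 100% = no cells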
Autophagy HCS cell loss 18 h – recorded beside Autophagy HCS, whose call it bears; toxicity, %; measured here: cell loss, nuclei count;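 cell loss after 18 h compound exposure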
Active calls of the source: *; i = inactive; . = no result given; [ ] = remark or other dose.

SMILES	Autophagy HCS	Autophagy HCS cell loss 18 h	bCat nuc transl	bCat nuc transl cell count 5 µM	Dynein transport	Dynein transport cytoplasmic EGFP	Dynein transport nuclear GR-EGFP	Dynein transport cell count	UTI89 phage lysis	Ins promoter up	Ins promoter up cell count	MT stabilizer	MT stabilizer Hoechst-high %	MT stabilizer cytotoxicity %	M1AAP inhibition	M17LAP inhibition	CSM14.1 death rescue
Cc1ccc(-c2csc3ncnc(SCc4ccc(C(=O)O)cc4)c23)cc1	i	-12.5	-4.1	1032	-0.116	-0.255	-0.249	0.295	.	0.59	1422	2.2	2.2	2.3	44.6µM*	-1.9%	-1.1%
COC(=O)C(NC(=O)c1ccccc1)=C(C)C	i	-5.7	-5.3	1201	1.83	0.02	1.5	-2.16	-0.1%	0.12	1272	4.6	3.7	9.7	-1.0%	4.9%	-2.5%
CCOc1ccccc1OCC(O)CNC (stereo unspecified)	i	2.6	-1.4	1242	0.0932	-0.173	-0.015	-0.643	3.0%	-0.06	1244	3.2	2.1	8.1	4.7%	-0.6%	2.1%
Cc1ccc(CNC(=O)C2CCCN(S(=O)(=O)c3cccnc3)C2)cc1 (stereo unspecified)	i	-1.4	-1.6	1110	-0.299	-0.187	0.419	-1.17	-0.9%	-0.14	1250	4.1	3.2	6.7	13.0%	-5.5%	2.3%
O=C(O)CCc1ccccc1OC(=O)c1ccccc1	.	.	0.8	1262	0.195	-0.248	0.631	-0.212	-0.6%	0.37	1062	.	.	.	5.7%	39.4%	.
O=C1C=CC(=O)N1c1ccc(O)cc1	.	.	1.0	1281	-4.05	4.22	-1.21	-1.78	0.0%	0.11	1321	.	.	.	-4.0%	-2.6%	.
CCn1c(-c2cccnc2Cl)nc2ccccc21	i	1.3	-0.2	1028	-0.655	-0.219	-0.828	0.85	1.0%	-0.21	1906	1.2	1.2	7.0	2.6%	-0.9%	-0.6%
O=C(CSc1nc(C2CC2)nc2ccccc12)Nc1ccc2c(c1)OCCO2	i	-22.0	6.0	1357	-1.42	-0.117	-0.267	0.0141	-0.5%	0.24	1346	4.4	2.2	3.5	6.6%	-2.3%	0.1%
COc1ccccc1-c1c(C)[nH]n2c(=O)c(Cc3ccccc3)c(C)nc12	i	21.6	0.1	1009	-0.0069	-0.165	0.253	-0.244	-0.1%	-0.47	1447	1.8	1.6	7.7	-4.3%	-7.9%	-0.1%
O=C(c1ccco1)N1CCN(c2ccnc3cc(Cl)ccc23)CC1	i	-26.7	0.7	1525	-0.24	-0.218	0.013	0.452	0.0%	-0.69	1459	3.2	1.5	6.7	0.1%	3.0%	2.0%
CC(C)NC(=O)NC(=O)COC(=O)Cc1ccsc1	i	0.1	-3.9	946	-0.83	-0.246	-0.221	0.746	-1.0%	0.36	1168	2.6	2.1	6.8	9.2%	10.8%	1.1%
Cc1cccc(NC(=S)N=Nc2c(O)n(CN3CCOCC3)c3ccccc23)c1C	i	-12.4	-2.1	1094	0.882	-0.0842	0.668	-0.631	0.2%	-0.1	1394	2.9	4.5	4.2	8.4%	-9.4%	2.8%
CCOC(=O)c1sc(Nc2ccc(C)cc2C)nc1C	i	2.6	2.4	1075	-1.26	-0.168	-0.474	0.569	-1.3%	0.27	848	3.2	1.7	5.5	1.2%	-8.2%	2.0%
Cc1cc(C(F)(F)F)n2ncc(-c3ccc(F)cc3)c2n1	i	-4.0	9.9	843	0.00239	0.157	0.36	-0.855	2.6%	.	.	2.6	1.0	2.5	2.4%	3.5%	-0.5%
N#C/C(=C\c1ccccc1)C(=O)NCCN1CCOCC1	i	4.5	-1.9	1097	-1.8	-0.309	-0.456	1.23	0.4%	-0.89	1203	3.9	2.3	6.6	8.7%	2.6%	0.2%
CCOC(=O)C1CCN(C(=O)c2ccc(Cl)c(Cl)c2)CC1	i	-0.6	-1.9	1100	-1.13	-0.266	-0.791	1.04	0.5%[50 µM]	.	.	4.0	2.6	6.7	0.1%	7.5%	-2.7%
Cc1ccc(C(=O)Nc2ccc(S(=O)(=O)NCc3ccco3)cc2)cc1	i	9.9	-3.4	943	-0.198	0.373	0.0514	0.827	-0.3%	0.58	818	2.3	1.7	6.6	7.1%	13.6%	4.1%
Cc1ccc(C(=O)NC2CCCCCC2)cc1N1CCCC1=O	i	-50.9	0.6	1368	1.04	-0.306	0.231	-0.0135	i	-0.2	1465	3.2	2.1	10.3	0.1%	-1.4%	-1.1%
O=C(OCCN=C1NS(=O)(=O)c2ccccc21)C1CC(=O)N(c2ccc(Cl)cc2)C1 (stereo unspecified)	i	2.8	0.1	1135	-1.14	-0.267	-0.37	0.376	0.9%	-0.86	1269	2.4	0.1	44.0	-0.2%	13.1%	.
CCOC(=O)Cn1c(C)cc(=O)c2ccccc21	i	-29.0	-1.2	1349	-0.251	-0.0893	0.667	0.0141	1.8%	0.02	1657	2.2	1.2	7.7	-1.7%	17.1%	-0.7%
O=C1C(c2ccncc2)N(CCC2=CCCCC2)C(=O)CN1C1CCCCC1 (stereo unspecified)	i	2.4	0.1	1340	0.0963	-0.157	0.17	-0.354	1.3%	0.01	1354	1.2	1.5	10.4	-6.0%	5.3%	-0.8%
CN(C)S(=O)(=O)c1ccc(N2CCCC2)c(C(=O)Nc2nc3ccccc3s2)c1	i	5.4	-3.4	555	0.0456	-0.297	-0.351	0.375	2.2%[50 µM]	0.08	1042	1.0	2.2	3.5	1.1%	11.5%	3.1%
COc1ccc(CCNC(=O)c2cnccn2)cc1	i	5.2	.	.	-1.33	0.718	-0.598	-1.82	-1.9%	0.09	976	4.0	3.3	5.5	2.1%	1.7%	-0.9%
CN=C(Nc1ccccc1)SC1CC(=O)N(c2ccc(C(=O)OC)cc2)C1=O (stereo unspecified)	i	-23.8	0.8	1352	-0.252	-0.244	0.301	1.25	-0.2%	0.25	1194	2.6	1.5	6.4	12.1%	11.4%	-2.9%
COc1ccc(NC(=O)C(NC(C)=O)C(=O)NCc2ccc(F)cc2)cc1 (stereo unspecified)	i	-0.7	-0.6	1387	-0.24	-0.181	-0.306	0.286	0.5%	-0.13	1652	2.5	2.0	2.7	10.3%	10.7%	-1.3%
C[n+]1nc(Nc2cccc(F)c2)sc1-c1ccc(C(=O)O)cc1	.	.	0.0	1363	0.361	-0.669	0.123	0.0672	.	0.07	972	.	.	.	11.2%	9.9%	.
CCN(CC(N)=O)S(=O)(=O)c1ccc(Br)cc1	i	-5.3	.	.	-1.34	-0.175	-0.785	0.922	1.8%	.	.	2.6	1.8	5.2	3.0%	2.3%	.
O=C(/C=C1\NC2(CCCC2)Cc2ccccc21)C(=O)N/N=C/c1ccccc1O	i	2.3	2.0	745	-0.337	-0.135	-0.171	0.413	1.5%[50 µM]	-0.32	919	5.7	1.2	20.0	-4.2%	-5.0%	-1.9%
CC(=O)N1CCN(c2ccccc2NC(=O)COc2ccc(Br)cc2)CC1	i	1.7	.	.	1.55	-0.22	-0.465	-0.224	-0.9%	.	.	2.4	2.2	7.4	3.3%	10.4%	5.7%
Cc1cc(C)cc(NC(=O)CN(C)S(=O)(=O)c2cnc[nH]2)c1	i	-8.9	0.6	966	-1.23	-0.203	-0.737	0.417	1.0%	-0.05	1124	2.1	1.6	3.8	7.2%	4.6%	0.4%
CN(C)/C=C/C(=O)c1ccc(-n2cccc2)cc1	i	3.0	-2.7	1161	0.237	-0.126	0.304	-1.53	-0.2%	-0.12	1299	3.7	2.2	0.2	6.5%	9.4%	-0.4%
O=C(c1cccc(F)c1)n1nnc2ccccc21	i	-3.8	-1.2	1231	-0.345	-0.233	-0.877	1.16	0.0%	-0.81	1282	2.9	1.5	2.1	7.8%	67.8%	-0.1%
O=C(CSCc1cnn(-c2ccccc2)c1-n1cccc1)N1CCN(Cc2ccccc2)CC1	i	17.6	.	.	-0.21	0.78	0.18	-0.0243	0.2%	-0.13	894	2.2	1.1	8.7	-2.5%	-7.1%	2.0%
CN(C)c1ccc(C(=O)/C=C/c2ccccc2)cc1	i	-8.2	-3.4	1081	-0.687	0.564	-0.365	-0.583	0.2%	-0.16	1240	1.5	2.0	7.5	1.5%	6.1%	0.2%
COC(=O)c1nn(-c2cccc(C)c2)c2nnc(Cc3ccccc3)c(=O)n12	i	11.9	4.1	484	1.96	-0.147	1.32	-1.83	1.5%[50 µM]	0.16	1297	6.0	2.8	5.0	2.7%	-8.5%	0.4%
Cc1cccc(NC(=O)c2cc([N+](=O)[O-])ccc2N2CCCCC2)n1	i	4.9	3.2	915	-1.46	0.232	-0.121	0.119	0.3%	-1.05	1585	3.3	2.5	8.8	-1.9%	6.2%	-0.3%
NC(=O)COC(=O)c1ccccc1OCc1ccccc1	i	-4.6	-0.7	1085	-0.473	0.0468	-0.252	0.914	-0.4%	-0.37	1355	1.4	2.5	4.5	2.6%	13.1%	1.0%
CCC(CC)NCCOC(=O)c1ccc([N+](=O)[O-])cc1	.	.	-1.3	1324	-0.903	-0.227	-0.831	1.54	0.2%	0.13	1135	.	.	.	-2.0%	-1.4%	.

Source: PubChem

Rows are unselected. About 2.9% of those tested had a hit in this group.
